# High-throughput results: PubChem BioAssay, several laboratories
# RGS7-Gao reg – RGS7-Galphao binding modulators, primary screen, biochemical, multiplexed bead flow cytometry | Guanine nucleotide-binding protein G(o) subunit alpha (Homo sapiens), P09471 | actives lie on both sides | binding response (% of control), % at 10 µM | 0.35% of 220,000 active | AID 1439, 2008; in the data active means binding response below about 49% or above about 150%; inconclusive means no clear call, values can overlap the other calls; inactive means in between;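 further: fluorescent Galphao held in activated GDP-AlF4 state binding bead-coupled RGS7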
# GSH bead fluor – compound fluorescence on glutathione beads, profiling panel, artefact control, biophysical, 488/530 nm, flow cytometry; GSH beads flow cytometry, compound fluorescence 488/530 nm; hits give high values; fluorescence (KMESF) at 10 µM; 0.25% of 190,000 active; AID 1776, 2009; in the data active means fluorescence above about 89;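 further: glutathione beads carrying GST-tagged Bcl family fusion proteins plus one bare bead set; values are compound well signal with DMSO vehicle wells as background; inactives centre near 16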
# RGS4-Gao reg – modulators of RGS4 binding to Galphao, primary screen, biochemical, multiplexed bead flow cytometry. 0.33% of 220,000 active. binding response (% of control), % at 10 µM. Guanine nucleotide-binding protein G(o) subunit alpha (Homo sapiens), P09471. actives lie on both sides; in the data active means binding response below about 49% or above about 150%; inactive means in between;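 further: fluorescent Galphao activated with aluminum fluoride binding bead-coupled RGS4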
# Bcl-XL Bim block – inhibitors of Bim-Bcl-XL binding, primary screen, biochemical, multiplexed, bead flow cytometry, human Bcl-XL; Bim peptide-Bcl-XL binding, fluorescence; inhibition, % at 10 µM; 0.04% of 190,000 active; AID 1007, 2008
# Target sequence (Q07817 whole entry, looked up): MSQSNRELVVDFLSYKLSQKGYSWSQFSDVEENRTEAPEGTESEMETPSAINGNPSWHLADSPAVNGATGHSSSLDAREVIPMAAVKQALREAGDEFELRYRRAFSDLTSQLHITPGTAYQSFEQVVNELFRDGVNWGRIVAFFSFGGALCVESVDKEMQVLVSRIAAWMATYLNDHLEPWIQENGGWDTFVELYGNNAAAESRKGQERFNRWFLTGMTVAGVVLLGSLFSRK
# Bim-Bcl-W – inhibitors of Bim binding to Bcl-W, primary screen, biochemical, multiplexed, bead-based flow cytometry | AID 952, 2007 | inhibition, % at 10 µM | Bim peptide-Bcl-W binding | 0.02% of 190,000 active;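 further: 0% = bound tracer without compound and 100% = peptide blocker; higher means less fluorescent Bim peptide bound to Bcl-W beads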
# Target sequence (Q92843 whole entry, looked up): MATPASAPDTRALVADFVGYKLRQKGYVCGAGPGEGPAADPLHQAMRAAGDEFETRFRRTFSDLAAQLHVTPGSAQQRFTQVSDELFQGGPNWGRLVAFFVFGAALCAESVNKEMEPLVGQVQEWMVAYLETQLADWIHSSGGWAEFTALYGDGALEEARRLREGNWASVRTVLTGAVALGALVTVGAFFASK
# RGS8-Gao reg – RGS8-Galphao binding modulators, primary screen, biochemical, multiplexed bead flow cytometry | Guanine nucleotide-binding protein G(o) subunit alpha (Homo sapiens), P09471 | actives lie on both sides | response (percent of control binding), % at 10 µM | 0.34% of 220,000 active; in the data active means response below about 60% or above about 140%; inactive means in between;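 further: Galphao activated as the GDP aluminium fluoride complex binding bead-coupled RGS8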
# Mcl-1 Bim block – inhibitors of Bim peptide binding to Mcl-1, primary screen, biochemical, bead-based flow cytometry, multiplex; 0.1% of 190,000 active; Bim peptide-Mcl-1 binding; inhibition, % at 10 µM; Induced myeloid leukemia cell differentiation protein Mcl-1 (Homo sapiens), Q07820; AID 1009, 2008;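 further: 0% = no compound tracer wells and 100% = peptide blocker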
# Target sequence (Q07820 whole entry, looked up): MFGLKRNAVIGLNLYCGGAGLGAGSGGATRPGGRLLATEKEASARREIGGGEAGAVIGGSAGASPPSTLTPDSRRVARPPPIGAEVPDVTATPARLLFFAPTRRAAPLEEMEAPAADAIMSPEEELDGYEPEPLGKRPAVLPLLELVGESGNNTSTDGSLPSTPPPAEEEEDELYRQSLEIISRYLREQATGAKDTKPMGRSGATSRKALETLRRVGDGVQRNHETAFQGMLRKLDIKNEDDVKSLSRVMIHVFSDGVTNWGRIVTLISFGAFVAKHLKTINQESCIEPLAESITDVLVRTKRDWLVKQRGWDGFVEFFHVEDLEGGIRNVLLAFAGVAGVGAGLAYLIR
# Bim-Bfl-1 – inhibitors of Bim binding to Bfl-1, primary screen, biochemical, multiplexed, bead-based flow cytometry; Bcl-2-related protein A1 (Homo sapiens), Q16548; Bim-Bfl-1 binding inhibition; 0.12% of 190,000 active; AID 1008, 2008; inhibition, % at 10 µM;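 further: 0% = wells without compound plus tracer and 100% = blocker peptide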
# Mcl1 Bid PPI – Mcl-1/Bid binding inhibitors, primary screen, biochemical, TR-FRET, 1536-well; AID 1021, 2008; Induced myeloid leukemia cell differentiation protein Mcl-1 (Homo sapiens), Q07820; TR-FRET Mcl-1/Bid-Dy647 peptide binding; 0.97% of 220,000 active; inhibition, % at 21.7 µM;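 active means compounds that cut the binding signal by more than half at the single screening dose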;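 further: His-tagged Mcl-1 with europium anti-His antibody binding Bid BH3 peptide; 0% = Mcl-1 plus peptide wells and 100% = peptide-only wells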
# Bcl-B Bim block – inhibitors of Bim-Bcl-B binding, primary screen, biochemical, multiplexed, human Bcl-2 family; Bcl-2-like protein 10 (Homo sapiens), Q9HD36; bead-based flow cytometry, Bim peptide-Bcl-B binding; inhibition, % at 10 µM; 0.073% of 190,000 active; AID 951, 2007;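 further: 0% = tracer peptide without compound and 100% = reference inhibitor peptide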
# Bim-Bcl-2 – inhibitors of Bim-Bcl-2 binding, primary screen, biochemical, multiplexed, human Bcl-2 family. Apoptosis regulator Bcl-2 (Homo sapiens), P10415. inhibition, % at 10 µM. 0.06% of 190,000 active. Bead-based flow cytometry, Bim peptide-Bcl-2 binding. AID 950, 2007; in the data active means inhibition above about 40%; inconclusive means no clear call, values can overlap the other calls;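 further: 0% = no compound wells with probe peptide and 100% = reference peptide inhibitor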
# Target sequence (P10415 whole entry, looked up): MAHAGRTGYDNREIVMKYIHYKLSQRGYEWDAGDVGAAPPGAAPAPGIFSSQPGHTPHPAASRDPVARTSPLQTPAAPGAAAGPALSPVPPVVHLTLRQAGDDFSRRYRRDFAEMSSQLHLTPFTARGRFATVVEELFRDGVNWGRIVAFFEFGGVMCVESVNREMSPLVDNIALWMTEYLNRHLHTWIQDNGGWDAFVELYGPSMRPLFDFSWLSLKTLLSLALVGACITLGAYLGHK
# * = called active by the depositor; ? = inconclusive. Unless noted, no stated cut-off is given here; in the data, active means inhibition above about 40%. Rows were taken by chance; any-hit rate near 1.8%.
SMILES,RGS7-Gao reg,GSH bead fluor,RGS4-Gao reg,Bcl-XL Bim block,Bim-Bcl-W,RGS8-Gao reg,Mcl-1 Bim block,Bim-Bfl-1,Mcl1 Bid PPI,Bcl-B Bim block,Bim-Bcl-2
Cc1ccc(C)c(NC(=O)CN(C)S(=O)(=O)c2ccc(F)cc2)c1,80,15,83,10,7,70,8,4,-1,5,5
CC(=O)Nc1ccc(OCC(O)CN2CCN(c3cc(Cl)ccc3C)CC2)cc1 (configuration not stated),97,19,98,1,1,120,0,5,-12,1,0
CCC(CC)NC(=O)COC(=O)c1ccc(OCC(=O)Nc2ccccc2OC)c(OC)c1,97,9,96,0,1,98,6,0,15,1,6
COc1cc(OC)cc(C(=O)NC(=S)Nc2ccc(NC(=O)c3ccco3)cc2)c1,100,16,101,-8,-5,105,-7,-1,0,-8,0
Cc1[nH]c(=O)[nH]c(=O)c1S(=O)(=O)N1CCCC(C(=O)NCc2ccco2)C1 (configuration not stated),98,9,101,-5,2,100,1,-9,-26,-3,-4
Cc1ccc(NC(=O)C2(c3ccccc3)CC2(Cl)Cl)cc1C (configuration not stated),102,30,98,0,-2,100,0,-5,11,2,-4
Cc1ccc2nc(SCc3nc4c(cnn4-c4ccccc4)c(=O)[nH]3)[nH]c2c1,103,11,109,0,-1,105,0,0,-38,-2,0
COc1ccc(OCC(O)Cn2c(Nc3ccccc3)nc3c2c(=O)n(C)c(=O)n3C)cc1 (configuration not stated),99,51,100,-4,1,102,0,-9,-2,-6,-6
CCOCCSC1=C(C#N)C(c2cccs2)C(C(C)=O)=C(C)N1 (configuration not stated),100,25,100,-5,2,101,-1,-19,-21,-6,-9
CC(=O)Nc1ccc(N/C=C/C(=O)c2ccc(C)o2)cc1,99,17,99,0,0,94,-1,1,-13,0,1
Cc1cc(C)cc(N(CC(=O)N2CC=C(c3ccccc3)CC2)S(=O)(=O)c2c(C)noc2C)c1,95,13,98,-5,-1,101,0,-11,-2,-5,-10
COc1cccc(/C=N/NC(=O)C[n+]2ccccc2)c1O,70,22,80,-6,0,82,-1,-1,-44,-4,-3
Cc1nc(CCNC(=O)Cc2ccc(Cl)cc2)cs1,107,22,102,-1,-1,102,0,-7,-16,-3,-4
CCc1cccc(C)c1NC(=O)c1cccc(N(C)C)c1,91,16,85,0,-4,87,-3,1,-59,-2,-1
CCOc1ccc(-c2nc(-c3cccnc3)no2)cc1OCC,99,4,102,-3,4,100,2,-10,-8,-1,1
COc1cccc2cccc(/C=N/n3cnnc3)c12,103,11,102,-3,-3,105,-2,-11,-4,-6,-5
Cc1c(C(=O)NCCSCc2ccccc2Cl)cccc1[N+](=O)[O-],101,32,111,-4,-2,108,-2,-12,1,-9,-10
COC(=O)C1=C(Nc2ccc(OC)cc2)C=C(C)C(C(=O)OC)C1c1ccc(C)cc1 (configuration not stated),99,22,101,-5,-3,104,-5,-18,-10,-14,-11
CCN(CC)S(=O)(=O)c1ccc2c(c1)nc(SC(C)C(N)=O)n2-c1ccc(OC)cc1 (configuration not stated),96,13,98,0,-1,98,0,1,-45,0,1
CC(=O)N1CCOCCOCCN(C(C)=O)CCOCCOCC1,104,8,102,0,1,102,0,-6,-5,1,-3
CCOC(=O)c1c(NC(=O)Cn2nnc3ccccc32)sc2c1CCC(C)C2 (configuration not stated),102,54,103,0,1,104,1,-13,3,-6,-3
Cc1cccc(CC(=O)N2CCN=C2SCc2ccc([N+](=O)[O-])cc2)c1,93,13,96,-6,-3,95,-2,1,-9,-1,-4
CCN1/C(=C2\OC(=S)N(C)C2=O)Sc2ccccc21,97,12,103,-5,0,103,-1,-6,7,-11,-8
C=CCNC(=O)c1ccc(N(C)S(=O)(=O)c2ccc(OC)cc2)cc1,96,62,95,-9,1,101,-2,-9,-20,-9,-6
CSc1snc(SCC(N)=O)c1C#N,98,15,102,-1,-1,100,-1,-5,-8,1,0
Cc1ccc2nc(SCc3nnc(-c4cccs4)o3)[nH]c2c1,101,13,102,0,-2,102,-4,-3,-16,-5,-2
CCCc1sc(N)nc1-c1ccc(C)cc1,101,18,101,-2,-3,95,0,0,-12,-12,-1
Cc1nn(-c2cccc([N+](=O)[O-])c2)c(N)c1-c1ccccc1,102,11,100,-6,-1,100,-2,-5,-31,-2,-1
CCN(CCn1cccn1)Cc1ccccc1OCC(O)CN1CCc2ccccc2C1 (configuration not stated),98,9,101,3,5,101,6,4,2,3,-1
COc1ccc(/C=N/NC(=S)NCc2ccccc2)cc1OC,98,7,95,-2,-2,97,-4,-2,-81,-5,-1
CCCc1cc(=O)n2[nH]c(NCc3cccs3)nc2n1,101,45,102,-4,-1,101,-1,-8,-2,-2,-5
O=C1Nc2ccccc2C1(O)Cc1ccncc1 (configuration not stated),94,21,88,-6,0,93,-1,-6,-20,-4,-1
COC(=O)c1ccc(CNCC(=O)Nc2ccc(C(=O)OC)cc2)cc1,100,7,99,-5,-2,92,-2,-2,-6,-1,0
Cc1ccc(NC(=O)C(=O)NCCN2CCN(S(C)(=O)=O)CC2)cc1C,113,7,110,4,5,99,-1,3,-25,2,-2
CC(C)(NO)/C(=N/O)c1ccc(Br)cc1,98,25,100,-5,-1,103,-1,-10,-6,-8,-7
N#C/C(=C\c1cccc(NC(=O)c2ccccc2Cl)c1)C(=O)NCCc1ccccc1,99,9,103,-6,-8,103,-6,-3,-59,-9,-3
Cc1ccc2nc(SCC(=O)N3CCOCC3)[nH]c2c1,100,50,100,-9,4,99,1,-8,-72,-1,-9
Cc1cccc(Oc2cc(N)cc([N+](=O)[O-])c2)c1,99,32,104,0,-2,100,-3,-11,-32,-6,-9
O=C(NCc1cccc(F)c1)C1CCN(S(=O)(=O)Cc2ccccc2)CC1,95,14,96,-3,2,100,0,-8,-9,-3,-3
CCN(c1ccccc1)S(=O)(=O)c1cc(C(=O)OC(C)C(=O)Nc2ccc3c(c2)OCCO3)ccc1C (configuration not stated),?,16,97,-2,-2,100,0,-7,-36,-2,-4
Nc1c(C(=O)NCc2ccco2)nnn1CC(=O)Nc1ccc2c(c1)OCO2,?,14,98,-2,2,102,1,-1,-22,-2,2
CCOc1ccc(/C=N/OCC(=O)NCc2ccco2)cc1,?,16,100,-1,-2,101,-1,-7,-2,-2,-6
COc1ccc(CN(C)CC(=O)Nc2ccc(SC(F)F)cc2)cc1OC,96,22,99,-5,-3,100,-2,-6,-21,-5,0
CCOC(=O)c1cnc(SC2CCc3ccccc3C2=O)nc1N (configuration not stated),102,33,105,-5,0,113,-4,3,-15,-2,0
CCOC(=O)c1oc2ccccc2c1NC(=O)c1ccc(S(=O)(=O)N2CCCC2)cc1,106,32,104,0,-1,110,0,1,-6,0,0
CN(CC(=O)OCC(=O)c1c(N)n(C)c(=O)n(C)c1=O)S(=O)(=O)c1ccc(Cl)cc1,100,15,100,-4,-4,101,-4,-6,-16,-7,-7
CN1C(=O)CCC1(O)c1ccccc1 (configuration not stated),100,31,105,0,0,104,2,-11,-2,-2,-5
COC(=O)c1ccc(Cl)c(NC(C)=O)c1,95,24,100,-2,-4,97,0,-1,-27,0,0
CCN1C(=O)/C(=C2\SC(=S)N(c3c(C)n(C)n(-c4ccccc4)c3=O)C2=O)c2ccccc21,104,34,99,-1,0,97,-2,-8,-35,-8,-1
CC(C)c1ccc(O)c(NC(=S)NC(=O)CCc2ccccc2)c1,97,21,96,0,0,102,4,-2,-28,0,-5
# Additional results
SMILES,RGS7-Gao reg,GSH bead fluor,RGS4-Gao reg,Bcl-XL Bim block,Bim-Bcl-W,RGS8-Gao reg,Mcl-1 Bim block,Bim-Bfl-1,Mcl1 Bid PPI,Bcl-B Bim block,Bim-Bcl-2
Cc1ccc(CCc2nnc(SCC(=O)Nc3cc(Cl)ccc3Cl)n2-c2ccccc2)o1,103,5,98,-2,-1,95,-2,0,-12,-4,0
CN(C)Cc1ccccc1Sc1ccc(O)cc1O,101,4,100,0,1,102,-3,3,-78,-3,-3
O=C(Nc1ccc(SC(F)F)cc1)c1ccccc1F,?,13,101,-3,0,101,-2,-6,-14,-9,-5
COc1cccc(C(=O)N(C)c2nnc(-c3ccncc3)s2)c1,99,14,100,-1,-1,100,0,-1,15,-1,-2
CCOC(=O)c1cnn(CCOC(=O)c2cccc(F)c2)c1NC(=O)c1cccc(F)c1,100,10,101,-1,-1,98,-2,0,14,-7,-2
CCOC(=O)N1CCN(C(=O)c2n[nH]c(=O)c3ccccc23)CC1,101,12,101,-1,-3,100,-5,-1,-17,-1,-1
CCCCN(CCCC)CCNC(=O)Cc1nc2c(c(=O)[nH]c(=O)n2C)n1C,102,20,97,-4,-4,104,-2,-4,-7,-6,-5
Clc1cccc(Cl)c1CSc1nnc(/C=C/c2ccccc2)o1,99,8,100,0,-3,97,0,-2,-25,-1,-3
O=C(NNC(=O)c1cc2cc(Br)ccc2oc1=O)c1ccc(O)cc1,101,19,100,-4,-4,101,-1,-2,-27,-6,0
Cn1c(CNS(=O)(=O)c2ccc(F)cc2)n[nH]c1=S,102,10,103,-1,-1,102,-6,0,-93,-5,1
C=CCn1c(SC(C)C(=O)NCCC2=CCCCC2)nc2ccccc2c1=O (configuration not stated),100,36,103,-8,-4,100,-4,-5,4,-4,-4
Cc1noc(C)c1C(=O)NC(C)C1CCCO1 (configuration not stated),95,37,96,-4,0,95,-3,-15,-9,-11,-9
CCOc1ccc(C(=O)c2cccs2)cc1,99,21,98,-8,-3,98,-5,-19,9,-9,-10
COc1ccc(CCNC(=O)COC(=O)c2ccc[nH]c2=O)cc1,96,8,100,0,8,97,0,-8,-19,-1,-4
COC(=O)NC1CCS(=O)(=O)C1 (configuration not stated),104,8,100,-6,-1,100,-3,-15,-22,-9,-12
CCOc1cc(-c2nc3ccccn3c2NCC2CCCO2)ccc1O (configuration not stated),99,41,99,-2,0,99,1,-5,-28,-3,-3
